Screening data from PubChem BioAssay.
TRAIL sens C8: caspase-8 TRAIL sensitization; 360,000 compounds, 1% hits; NB7+C8 cells + TRAIL, ATPlite viability luminescence; inhibition (viability loss, TRAIL sensitization), % at 10 µM; AID 624354;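 active = compounds causing at least 50% loss of cell viability in the single-dose screen, relative to plate controls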
KKLEB tox: reduces viability of KKLEB cystic fibrosis airway cells; 360,000 compounds, 0.36% hits; KKLEB CF airway cells viability, ATPlite luminescence, overnight; hits give low values; cells stimulated with P. aeruginosa culture filtrate; AID 602141; activity change (cytotoxicity), % at 5 µM;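 active = corrected activity change at or below -50% at 5 µM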
CF NFkB inh: inhibitors of cystic fibrosis induced NF-kB | KKLEB NF-kB-GFP reporter, PAF-induced, GFP fluorescence overnight | inhibition, % at 5 µM | 360,000 compounds, 0.86% hits | AID 588850;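 active = at least 50% inhibition at 5 µM, scaled per plate between neutral and stimulator controls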;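 also: PAF is a Pseudomonas aeruginosa culture filtrate used as stimulus; plate controls were PAF-stimulated DMSO wells for no effect and unstimulated DMSO wells for full effect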
NR5A2 inv ag: inverse agonists of human LRH-1 (NR5A2); HEK293T StAR-luciferase reporter, LRH-1 transfected, 24 h; inhibition, % at 3.6 µM; 360,000 compounds, 0.13% hits;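 active = inhibition above the mean inhibition of all tested compounds plus 3 SD, cut at about 73% in these data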;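 also: 0% = DMSO wells and 100% = reporter-only cells lacking LRH-1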
COUP-TFII inh: inhibitors of human COUP-TFII (NR2F2); AID 686940; HEK293T NGFI-A luciferase reporter, luminescence; inhibition, % at 8.6 µM; 370,000 compounds, 0.7% hits;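 active = inhibition above a per-plate cutoff, mean inhibition of test wells between control levels plus 3 SD, cut at about 38% in these data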;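 also: cells cotransfected with COUP-TFII expression vector driving the NGFI-A reporter; 0% = median of COUP-TF2 test wells and 100% = reporter-only cells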
TROY NFkB inh: TROY signaling inhibition. 360,000 compounds, 0.98% hits. Q293 LMP1-TROYcd NF-kB luciferase reporter, 4 h. inhibition, % at 10 µM;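 active = compounds whose plate-normalised and pattern-corrected inhibition of the luciferase reporter signal at the single screening dose is 50% or more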
SRC2 inh: inhibits human steroid receptor coactivator 2; Q15596; HEK293 GAL4-SRC2 luciferase reporter, luminescence; inhibition, % at 9 µM; 370,000 compounds, 0.17% hits; AID 651957;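 active = inhibition above the mean inhibition of all tested compounds plus 3 SD, set per campaign, cut at about 52% in these data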;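 also: 0% = DMSO treated cells and 100% = cells given Gossypol at 36 µM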
TWEAK-Fn14 inh: TWEAK-Fn14 signaling inhibition; TWEAK-stimulated Fn14 reporter cells, luciferase luminescence, 8 h; inhibition, % at 10 µM; 360,000 compounds, 2% hits; in the data active = inhibition above about 50%
EBV LMP1 NFkB: reduces LMP1-driven NF-kappaB luciferase signal | LMP1-induced NF-kappaB luciferase reporter cells, luminescence | inhibition, % at 12.5 µM | 350,000 compounds, 0.69% hits; in the data active = inhibition above about 41%;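 also: 0% = neutral control wells and 100% = reference inhibitor control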
NCOA3 inh: human NCOA3 inhibition. inhibition, % at 3.6 µM. 360,000 compounds, 0.17% hits. Q9Y6Q9. HEK293 GAL4-SRC3 luciferase reporter, luminescence;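 active = inhibition above a per-campaign cutoff, the mean of all compounds plus 3 SD, cut at about 60% in these data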;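 also: 0% = DMSO-treated cells and 100% = gossypol-treated cells at 36 µM; higher means less SRC3-driven luciferase light from the GAL4 reporter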
Target sequence (Q9Y6Q9 whole entry, looked up, the tested form may be a part): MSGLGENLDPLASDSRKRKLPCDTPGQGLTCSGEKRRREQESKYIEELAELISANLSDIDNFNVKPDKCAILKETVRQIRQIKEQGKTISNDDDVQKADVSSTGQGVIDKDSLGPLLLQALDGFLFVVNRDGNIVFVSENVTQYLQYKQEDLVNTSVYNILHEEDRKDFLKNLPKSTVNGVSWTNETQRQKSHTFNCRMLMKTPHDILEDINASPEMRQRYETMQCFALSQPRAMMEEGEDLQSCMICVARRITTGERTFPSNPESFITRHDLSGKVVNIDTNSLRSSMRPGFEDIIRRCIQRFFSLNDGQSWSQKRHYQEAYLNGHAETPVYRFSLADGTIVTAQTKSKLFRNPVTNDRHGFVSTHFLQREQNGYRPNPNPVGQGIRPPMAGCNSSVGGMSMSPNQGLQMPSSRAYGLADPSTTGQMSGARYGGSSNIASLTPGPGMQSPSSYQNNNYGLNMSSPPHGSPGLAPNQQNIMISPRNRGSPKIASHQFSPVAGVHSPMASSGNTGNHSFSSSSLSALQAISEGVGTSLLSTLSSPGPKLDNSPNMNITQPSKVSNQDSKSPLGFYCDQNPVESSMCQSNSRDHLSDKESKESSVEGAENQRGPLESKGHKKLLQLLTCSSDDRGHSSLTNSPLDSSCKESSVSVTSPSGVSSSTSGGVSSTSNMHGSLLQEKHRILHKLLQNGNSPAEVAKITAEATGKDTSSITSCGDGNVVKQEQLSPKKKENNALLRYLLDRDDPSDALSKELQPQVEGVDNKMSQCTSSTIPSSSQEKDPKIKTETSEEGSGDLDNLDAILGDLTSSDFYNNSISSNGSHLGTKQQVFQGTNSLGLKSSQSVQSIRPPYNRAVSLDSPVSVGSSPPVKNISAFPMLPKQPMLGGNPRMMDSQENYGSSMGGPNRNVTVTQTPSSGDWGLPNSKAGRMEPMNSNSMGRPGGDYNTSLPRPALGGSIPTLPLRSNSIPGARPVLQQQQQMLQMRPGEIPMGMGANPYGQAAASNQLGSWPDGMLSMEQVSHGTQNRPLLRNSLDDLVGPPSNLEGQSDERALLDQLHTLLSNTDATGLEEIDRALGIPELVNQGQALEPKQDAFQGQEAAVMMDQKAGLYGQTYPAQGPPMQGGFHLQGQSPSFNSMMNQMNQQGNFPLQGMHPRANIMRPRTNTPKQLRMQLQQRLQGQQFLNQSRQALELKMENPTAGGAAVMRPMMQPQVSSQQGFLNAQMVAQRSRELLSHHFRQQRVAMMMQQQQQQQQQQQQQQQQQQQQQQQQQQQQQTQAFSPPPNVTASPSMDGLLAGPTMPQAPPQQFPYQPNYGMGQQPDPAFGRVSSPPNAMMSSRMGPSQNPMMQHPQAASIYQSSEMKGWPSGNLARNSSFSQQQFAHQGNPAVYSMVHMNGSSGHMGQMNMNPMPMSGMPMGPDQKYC
SRC1 inh: human NCOA1 inhibition | Q15788 | HEK293 GAL4-SRC1 luciferase reporter, luminescence | inhibition, % at 3.6 µM | 360,000 compounds, 0.12% hits;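 active = inhibition above the campaign mean plus 3 SD, with each screening campaign given its own cutoff, cut at about 60% in these data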;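 also: 0% = DMSO treated cells and 100% = gossypol at 36 µM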
An asterisk follows results filed as active; x = not tested or not shown; & = joins results of further samples. Not a hit list. Share with any hit: about 4.2%.

smiles	NCOA3 inh	COUP-TFII inh	SRC2 inh	NR5A2 inv ag	SRC1 inh	KKLEB tox	CF NFkB inh	TWEAK-Fn14 inh	TRAIL sens C8	TROY NFkB inh	EBV LMP1 NFkB
CN1/C(=C/C(=O)CSc2ccccc2C(=O)O)C(C)(C)c2ccccc21	10	-2	3	19	-28	-5	3	13	-3	11	3
CCC(=O)N(Cc1ccco1)c1nc(C(=O)Nc2ccc(Cl)cc2)c(C)s1	-17	-31	6	4	-2	4	3	7	5	-17	-10
Cc1c(Nc2nc(-c3ccccc3)cs2)c(=O)n(-c2ccccc2)n1C	11	-3	-11	-5	-11	16	-35	10	-12	-17	-11
CC(=O)c1ccc(S(=O)(=O)NCCC(=O)NC2CCN(Cc3ccccc3)CC2)cc1	-14	11	9	5	-3	12	-8	-3	-15	0	-2
O=[N+]([O-])c1ccc(-c2csc(N3CCc4ccccc4C3)n2)cc1	15	-5	-4	6	7	7	-4	8	-11	-7	-8
CCOCCCNC(=O)c1ccc(OC)c(OC2CCN(C(C)C)CC2)c1	-5	2	-23	3	-21	10	7	7	16	-7	-11
O=C1c2cc(Cl)ccc2OC2(CCNCC2)C12CC(c1ccccc1)=NO2 (centres undefined)	0	-1	5	-10	7	-12	13	14	-12	-10	-5
O=C(COC(=O)c1c(F)cccc1F)NCc1ccc2c(c1)OCO2	15	-5	-27	-6	-5	3	-15	0	-6	0	2
c1coc(CSc2ncnc3c2oc2ccccc23)c1	-41	-21	-60	-31	-25	18	12	-15	10	-38	-20
O=C(/C=C/c1ccccc1O)c1ccc(Cl)cc1	-11	-19	-20	18	-8	-11	17	-8	-3	-1	5
c1ccc(-c2nnc(SCC3CCCCO3)nc2-c2ccccc2)cc1 (centres undefined)	-38	18	-20	21	-88	-6	38	-25	19	-8	0
CCS(=O)(=O)c1ccc2c(c1)N(S(C)(=O)=O)CC(C(=O)NCc1ccccc1OC)O2 (centres undefined)	2	8	-10	-3	0	2	5	12	8	3	-3
CC1CCC(NC(=O)c2ccc(COc3ccccc3)o2)CC1 (centres undefined)	-9	-16	-20	-50	15	-8	23	-20	-12	-14	7
Cc1cc2sc3ccccc3c(=O)c2c(C)c1O	-3	-36	-88	-5	-22	1	-32	3	-6	-15	-2
Cc1cc(N/N=C/c2ccc(O)cc2O)nc(-c2ccccc2O)n1	21	x	x	-42	-2	-2	78*	65*	77*	20	-2
O=c1cc(-c2ccccc2)c2cc3c(cc2[nH]1)OCCO3	9	22	-16	6	-13	-6	15	19	-3	6	-19
CC1CCC(NC(=O)c2ccc(CNc3c(NC4CCCCC4)c(=O)c3=O)cc2)CC1 (centres undefined)	-7	-6	-16	4	7	2	-5	-25	10	10	-6
Cn1cccc1/C=N/NC(=O)Cn1cnc2ccccc21	-14	2	-26	2	1	-3	13	-20	2	-18	-14
COc1ccc(NC(=O)c2ccccc2NC(=O)CSc2ccccc2)cc1	-26	-23	-38	-23	-65	-8	33	-7	13	-18	-16
CC(C(O)c1ccc(O)cc1)N1CCC(Cc2ccccc2)CC1 (centres undefined)	10&6&-7	10&6&31	16&33&-6	11&12&21	0&4&-6	25&14&18	20&-5&14	-3&-5&-5	-4&0&13	2&-2&5	4&-2&4

smiles	NCOA3 inh	COUP-TFII inh	SRC2 inh	NR5A2 inv ag	SRC1 inh	KKLEB tox	CF NFkB inh	TWEAK-Fn14 inh	TRAIL sens C8	TROY NFkB inh	EBV LMP1 NFkB
CC1(C)C(=O)Nc2ccccc2N1C(=O)CSc1nnc2ccccn12	11	11	-18	-7	-1	-35	15	0	1	-21	8
COc1ccc([C@H]2CC(=O)C=C(c3cc4ccccc4s3)C2)cc1OC	25	-5	1	3	-1	4	14	9	10	29	10
CC(=O)N1CCCc2cc(S(=O)(=O)CCC(=O)N3CCN(c4ccccc4)CC3)ccc21	-19	-15	-26	8	7	-5	2	-26	-6	8	-1
CC1=C(C(=O)N(C)C)CC(CC(=O)NCCCN(C)C)C(=O)N1Cc1ccc(F)cc1 (centres undefined)	5	3	-21	4	2	-18	-4	2	-1	6	x
O=C(CS(=O)(=O)c1ccccc1)Nc1nccs1	-13	-7	-19	0	2	-8	28	-11	4	-4	-9
O=C1CCCC(=O)N1c1ccc(O)cc1	-8	2	9	6	3	-9	-4	-10	11	18	-9
CC(C)C[C@H](N)c1nnc(SCC(=O)Nc2ccc(Br)cc2)o1	13	-23	4	0	-27	9	-10	3	-9	-6	-5
O=C(NC1CCCCC1)c1cc([N+](=O)[O-])ccc1N1CCCC1	9	16	16	-1	-53	10	-15	7	-16	-14	-3
COc1ccc(-c2nnc(SCC(=O)N/N=C/c3ccccc3C(=O)O)n2-c2ccc(Cl)cc2)cc1	11	6	-6	2	4	0	2	6	-4	2	-2
C=CCN(CC=C)S(=O)(=O)c1ccc(NC(=O)COc2ccccc2OC)cc1	6	5	-6	2	7	3	-7	12	-9	-3	-2
CN1C(=O)C(C)(C)c2cc(S(=O)(=O)N3CCC(C(=O)Nc4ccc(Cl)cc4)CC3)ccc21	-9	16	-15	-18	-29	-16	31	20	-2	5	6
N#CCSc1nc(-c2ccccc2)nc2ccc(F)cc12	-21	1	16	-7	2	1	6	85*	-7	-2	3
CCOc1ccc(NC(C)=O)cc1[N+](=O)[O-]	-2	-6	-8	29	-8	-1	3	7	-4	18	1
Cc1ncc(CO)c2c1Oc1nc(-c3ccccc3F)nc(SCC(=O)N(C)c3ccccc3)c1C2	18	x	x	17	17	-28	94*	47	15	46	0
O=C(COC(=O)C1CCN(c2ccc(C(F)(F)F)cn2)CC1)Nc1ccc(Cl)cn1	11	-10	-24	-16	6	2	7	7	12	1	1
COCCSc1nnc(NS(=O)(=O)c2ccccc2)s1	12	-7	-28	0	-9	-2	2	12	-7	-1	-9
Cc1nnc(SCC(=O)NC2CCCCCC2)n1C(C)C	-29	0	-5	0	-37	-5	-1	-9	-3	0	4
COc1cccc(/C=N/N2CCN(Cc3ccccc3)CC2)c1O	-73	6	-4	-24	-19	1	-8	-21	2	-22	19
Cc1nc2sccn2c(=O)c1S(=O)(=O)Nc1ccc(N2CCOCC2)cc1	7	11	9	0	0	-3	12	-1	0	0	x
COc1ccc(N2CCN(C(=O)NC(=O)c3ccc(Cl)cc3)CC2)cc1	-10	-11	-2	8	-16	-22	16	10	7	-3	1

smiles	NCOA3 inh	COUP-TFII inh	SRC2 inh	NR5A2 inv ag	SRC1 inh	KKLEB tox	CF NFkB inh	TWEAK-Fn14 inh	TRAIL sens C8	TROY NFkB inh	EBV LMP1 NFkB
O=C(CN1c2cccc3cccc(c23)S1(=O)=O)Nc1ccccc1Br	-9	-8	9	-3	-37	3	-4	-16	13	-22	-3
COc1cc(OCc2ccc(C)cc2)ccc1CNC[C@H]1O[C@@H](n2cnc(C(N)=O)n2)[C@H](O)[C@@H]1O	-30	-38	-3	-63	-19	4	6	-6	-12	-51	-1
CCOC(=O)C1=C(C)NC(SC)=NC1c1ccc(OC)cc1 (centres undefined)	-2	12	-12	-2	-27	-3	-1	15	0	27	12
O=C(NNC(=O)c1ccc2c(c1)OCO2)NC1CCCCC1	3	-5	-17	-3	2	5	-12	-5	41	11	-9
Cc1ccc(C(=O)COC(=O)COc2ccccc2C)cc1	-21	25	-3	3	-7	-20	22	-3	-10	0	-1
CC(C)(C)NC(=O)CN1CCC(O)(c2ccc3c(c2)OCO3)CC1	12	7	6	-8	11	2	0	-20	-5	7	-3
Cc1cc(NC(=O)CSc2nnc(-c3ccc4c(c3)OCCO4)o2)no1	-62	-24	-43	-112	-98	1	8	41	49*	3	27
Cc1ccc(C)c(OCCC(=O)N2CCN(S(=O)(=O)c3cc(F)ccc3F)CC2)c1	0	-5	-10	18	12	-1	6	-34	23	4	-19
CCCCNC(=O)C1c2ccccc2OCC(=O)N1CC(F)(F)F (centres undefined)	x	-7	20	-20	x	x	x	-6	-4	4	x
CC(NC(=O)/C=C/c1ccccc1[N+](=O)[O-])C1CC2CCC1C2 (centres undefined)	5	8	17	4	3	-15	1	11	2	-4	1
C=CCOc1ccc(/C(O)=C2\C(=O)C(=O)N(CCCOC)C2c2ccc(O)c(OC)c2)cc1 (centres undefined)	-4	-2	-1	0	14	0	-4	-5	-8	-18	-1
Cc1cnc(C(=O)Nc2cccc3cccnc23)cn1	9	-1	-25	3	28	-8	-12	-10	21	-57	17
COc1ccc(S(=O)(=O)Nc2nc3ccccc3nc2Nc2cccc(C(=O)O)c2)cc1	-19	-6	6	-4	-13	2	5	9	0	3	-2
CC1=NN(C(=S)Nc2ccccc2)C(C)(C)C1	-12	-16	-31	-28	-7	9	-4	1	-3	-7	1
CCN1C(=O)[C@H]2[C@@H](c3ccc(C)cc3)N3C(=O)N(c4ccccc4)C(=O)[C@@]3(Cc3ccccc3)[C@H]2C1=O	-13	-8	-19	-12	-15	9	-5	3	-15	-21	-7
C=CC[C@H](CC(=O)NCCO)C(=O)N[C@H](COC(=O)[C@@H](CC=C)Cc1ccc(F)cc1)Cc1ccccc1	-25	8	-19	13	-7	12	-23	0	1	6	-12
Cc1ccc(N2C(=O)CSC2c2ccc3c(c2)OCO3)cc1 (centres undefined)	8	0	-8	13	-12	-4	7	8	-12	-29	-8
Cc1ccc(NC(=S)NCCc2c[nH]c3ccccc23)cc1	-4	4	-18	-10	-9	1	0	17	-14	-25	-2
Nc1ccc2nc(SCc3ccccc3F)sc2c1	-80	-31	-15	-15	-94	-1	-9	8	7	-46	-48
CCN(CC)CCNC(=O)c1ccc(NC(=O)Cc2ccc(OC)c(S(=O)(=O)N3CCOCC3)c2)cc1	7	-8	0	-7	5	18	-9	4	6	-3	2

smiles	NCOA3 inh	COUP-TFII inh	SRC2 inh	NR5A2 inv ag	SRC1 inh	KKLEB tox	CF NFkB inh	TWEAK-Fn14 inh	TRAIL sens C8	TROY NFkB inh	EBV LMP1 NFkB
CCOCCCn1c(SCC(=O)NCc2ccco2)nc2c(sc3ccccc32)c1=O	13	-9	-7	-18	-9	4	0	44	-17	-10	1
O=C(C1CC1)N1CCc2cc(Br)cc(S(=O)(=O)NCCCN3CCCCC3)c21	-6	0	-27	-3	2	2	7	-11	-6	3	-7
NC(=O)COC(=O)c1ccc(Cl)c(S(=O)(=O)N(Cc2ccccc2)c2ccc(Cl)cc2)c1	13	10	22	12	3	-15	1	30	-1	15	-6
CCC(=O)N1N=C(c2c(O)n(C)c(=O)n(C)c2=O)CC1c1ccccc1 (centres undefined)	21	0	15	-6	2	-3	5	0	14	22	1
Cc1nnc2sc(SCc3ccc(Cl)cc3)nn2c1=O	1	5	-4	-11	-3	-3	-14	-6	-3	-15	2
O=C(COc1cc(Cl)c(Cl)cc1Cl)NC(=O)NC1CCCC1	6	-17	-13	2	-8	1	4	-58	-1	-38	-3
CCOc1ccc(CCNC(=O)COC(=O)/C=C/c2ccco2)cc1OCC	4	15	5	-13	12	8	-20	0	-9	6	1
O=C(Nc1cccc(NC(=O)c2ccc3c(c2)OCO3)c1)c1ccccc1	-16	9	0	12	-20	14	-16	1	8	-29	-5
CC(=O)N(Cc1ccc2c(c1)OCO2)C1CC(=O)N(CCc2ccccc2)C1=O (centres undefined)	1	0	-2	-27	-9	5	-11	-22	10	5	0
